# All columns: NCI-60 one-dose screen, growth in % after 48 h at 10 µM unless noted; 100 = growth as untreated, 0 = no growth, -100 = all killed.
# SN12C = SN12C renal cancer cells | 3.8% of 81,000 active | AID 1794767
# 786-0 = 786-0 renal cancer cells | 5.1% of 81,000 active
# ACHN = ACHN renal cancer. AID 1794771. 4.9% of 81,000 active
# TK-10 = TK-10 renal cancer cells | 3.9% of 81,000 active
# UO-31 = UO-31 renal cancer. 5.2% of 81,000 active
# RXF 393 = RXF 393 renal cancer cells. 6.9% of 77,000 active. AID 1794773
# U251 = U251 CNS tumor cells; 5.4% of 80,000 active; AID 1794753
# A498 = A498 renal cancer cells | 5.4% of 76,000 active
# CAKI-1 = CAKI-1 renal cancer. 4.7% of 75,000 active. AID 1794772
# * hit, by the source's call; nt = not tested or not shown; & = joins results of further samples; [ ] = another dose, or the depositor's remark. Rule for the calls: active = growth percent below 10; inactive = the rest.
Structure,RXF 393,TK-10,UO-31,786-0,A498,CAKI-1,U251,SN12C,ACHN
CCCCC(CN1CCCCC1)C(=O)c1ccccc1 (stereo not drawn),108.3,102.7,84.6,104.5,89.1,99.6,87.2,96.8,101.6
O=C(O)c1ccc(C(=O)c2ccc([N+](=O)[O-])cc2)cc1,nt,101.0,81.4,104.6,102.5,98.7,nt,107.2,108.5
O=C(O)c1ccc(-n2cc(/C=N/Nc3ccc(Cl)cc3Cl)c(-c3ccccc3)n2)cc1,97.9,109.0,67.5,97.5,108.1,nt,90.5,102.1,83.0
CCCN1CC(c2ccc(OC)c(OC)c2)=C(c2cn(C(=O)OCC)c3ccccc23)C1=O,-0.6*,89.6,39.4,54.6,-11.4*,25.8,46.7,53.0,37.0
Fc1ccccc1CSc1ncnc2c1ncn2C1CCCO1 (stereo not drawn),104.5,80.7,89.0,97.1,nt,63.5,64.6,96.1,77.6
N#CC1=C(N)Oc2ccc(O)cc2C1c1c[nH]c2ccccc12 (stereo not drawn),102.8,118.0,78.6,102.3,94.9,nt,91.5,99.7,101.5
O=C(O)c1cc2ccccc2cc1O,112.0,93.6,83.5,105.5,88.9,87.2,94.8,94.8,92.3
CCOC(=O)c1ccc(NC(=O)CSc2nnc(Cc3ccccc3Nc3c(Cl)cccc3Cl)n2CC)cc1,102.2,99.4,84.4,103.1,96.3,93.5,99.4,93.6,102.3
CCCCn1cnc2c(SCc3ccccn3)nc(N)nc21,118.6,106.3,81.5,99.5,93.6,96.0,94.5,90.1,105.3
CCN(CC)CC(O)CNc1c2ccc(Cl)cc2nc2ccc(OC)cc12 (stereo not drawn),-80.8*,-21.8*,-19.3*,-16.1*,43.6,-63.6*,-28.3*,4.1*,12.1

# Individual results from the list:
# In UO-31, O=C(O)c1ccc(C(=O)c2ccc([N+](=O)[O-])cc2)cc1 shows 81.4
# In TK-10, O=C(O)c1ccc(-n2cc(/C=N/Nc3ccc(Cl)cc3Cl)c(-c3ccccc3)n2)cc1 shows 109.0
# In TK-10, Fc1ccccc1CSc1ncnc2c1ncn2C1CCCO1 (stereo not drawn) shows 80.7
# In TK-10, N#CC1=C(N)Oc2ccc(O)cc2C1c1c[nH]c2ccccc12 (stereo not drawn) shows 118.0

# Next section:
Structure,RXF 393,TK-10,UO-31,786-0,A498,CAKI-1,U251,SN12C,ACHN
CC1(C)CC(=O)c2c(Nc3ccccc3)n[nH]c2C1,112.4,97.2,111.8,94.5,101.4,112.2,105.7,99.8,119.1
CCCCCCCCCC1OCC(C)(C)CO1,105.2,103.0,88.2,102.9,93.3,102.8,97.1,105.7,116.9
CC(C)=CCC[C@H](C)c1ccc(C)c(CO)c1O,92.3,103.2,76.7,80.1,97.4,112.5,98.9,91.3,109.8
COc1ccc2nc(-n3nc4nc5n(c(=N)c4c3N)-c3ccccc3Sc3ccccc3-5)sc2c1,110.8,98.2,52.2,96.6,109.9,78.6,98.9,92.7,87.9
c1cc2ccc3cc2cc1CNCCSCCNCc1ccc2ccc(cc2c1)CNCCSCCNC3,102.0,102.4,99.3,86.0,88.2,78.2,97.1,94.8,108.7
O=C1c2ccccc2C(=O)C1(Br)Br,104.2,102.8,65.5,108.1,72.9,88.8,101.5,92.9,85.5
Nc1nc(=S)ss1,101.1,107.9,95.4,106.6,92.5,nt,107.2,97.7,108.7
Cc1ccc(-n2cc(/C=C/C(=O)c3ccc(S(C)(=O)=O)cc3)c(-c3ccc(S(C)(=O)=O)cc3)n2)cc1,97.9,127.1,85.5,103.2,84.6,89.2,95.6,89.7,93.3
Cc1ccc(-c2nc(/C=C/C(=O)c3ccc(F)cc3)co2)cc1,98.0,105.2,85.4,97.7,78.6,88.8,86.2,91.0,98.8
O=C(CSc1nc2c(c(=O)[nH]1)CCCC2)NNC(=O)c1ccccc1Br,nt,97.8,93.4,103.2,109.1,98.7,104.0,109.1,112.1

# (more compounds)
Structure,RXF 393,TK-10,UO-31,786-0,A498,CAKI-1,U251,SN12C,ACHN
Oc1ccc(Br)cc1C=Nc1n[nH]c(Nc2ccccc2)c1-c1nc2ccccc2s1,129.8,146.2,63.3,111.2,98.3,77.3,105.6,97.5,88.4
CCOC(=O)/C(=C/c1ccc(C#N)cc1)N(CC)CC,104.5,102.5,84.6,101.3,101.3,104.1,103.4,100.7,113.0
O=C1NC(=O)c2c(CCCSc3nc4ccccc4c(=O)n3CCc3ccccc3)cccc21,92.8,124.4,70.6,78.6,nt,18.5,nt,91.7,69.9
CN(C)c1ccc(/C=C/c2nc3ccc(C#N)cc3s2)cc1,nt,114.6,nt,102.9,95.6,105.3,83.9,100.6,94.6
O=C(c1nn(-c2ccccc2)c2c1CC(NCc1ccc(F)cc1)CC2)N1CCCCC1 (stereo not drawn),106.8,92.5,74.2,96.4,120.1,85.0,95.7,105.3,104.2
CCOc1ccc2ccccc2c1-c1nc2sc3c(c2c(=O)[nH]1)CCCC3,98.9,95.1,79.8,96.4,78.3,79.5,80.1,98.0,96.4
C=CCn1cc(-c2nc3ccccc3s2)c2cc(-c3ccc4c5c(cccc35)C(=O)OC4=O)ccc21,93.5,165.5,63.4,101.2,101.4,81.8,100.0,95.7,97.9
CC1=C(C)C(=O)C(N2CCN(c3ccccc3C)CC2)=C(Cl)C1=O,129.2,131.4,71.2,108.9,123.1,85.3,99.0,89.0,100.6
C#CCNC(=O)[C@H](CC)[C@H]1CC[C@H](C)[C@H]([C@@H](C)[C@H](O)[C@H](C)C(=O)[C@H](CC)C2O[C@]3(C=CC(=O)[C@]4(CC[C@@](C)([C@H]5CC[C@](O)(CC)[C@H](C)O5)O4)O3)[C@H](C)C[C@@H]2C)O1 (stereo partly drawn),14.0,87.1,47.9,70.5,38.5,17.4,52.2,48.7,45.0
COc1ccc2nc(-c3ccc(-c4noc(-c5ccccc5)n4)cc3)[nH]c2c1,106.7,117.3,87.7,89.8,103.2,99.2,100.6,107.2,102.3

# (continued)
Structure,RXF 393,TK-10,UO-31,786-0,A498,CAKI-1,U251,SN12C,ACHN
Clc1c(Cl)c(Cl)c2n[nH]nc2c1Cl,95.8,105.0,84.9,97.0,83.7,83.4,97.0,97.4,95.5
COc1ccc(/C=C2\Sc3c(Br)cccc3C2=O)cc1,96.9,123.9,68.8,99.5,115.9,89.5,85.4,98.1,100.1
NCCCC(C(=O)O)(c1ccccc1)c1ccccc1,nt,96.3,95.6,99.3,nt,97.0,82.0,101.2,104.7
Cc1sc2c(c1C)c(=O)nc1c(C(N)=C(C#N)C#N)n[nH]n12,123.4,105.2,75.7,103.9,105.2,91.8,100.8,99.6,100.6
COc1cc(C(C)n2cc(-c3ccccc3)nn2)ccc1OC1CCCC1 (stereo not drawn),83.1,71.8,50.9,72.7,55.6,49.6,79.0,75.2,53.4
Cc1ccc2nc(NC(=O)CSc3nc(-c4ccc(O)cc4)c(C#N)c(=O)[nH]3)sc2c1,108.6,110.5,83.4,106.7,122.8,93.1,97.7,97.7,104.9
COc1cc2oc(-c3cccc(NC(=O)c4cc(NC(=O)[C@H](C)NC(=O)OC(C)(C)C)ccc4C)c3)cc(=O)c2c(OC)c1OC,67.7,89.1,36.3,77.5,61.9,53.0,53.5,69.5,61.9
CC(=O)OC[C@H]1OC(O)C=C[C@@H]1OC(C)=O (stereo partly drawn),103.9,111.3,90.3,106.5,108.8,104.9,101.8,107.6,106.6
S=c1[nH]cccc1-c1nnc2n1Nc1nc3ccc(Br)cc3cc1CS2,nt,107.3,66.1,95.7,93.5,81.3,97.9,93.1,89.4
COc1ccc(C2CCc3cc4c(cc3/C2=N/O)OCO4)cc1OC (stereo not drawn),98.5,111.3,73.0,85.3,88.6,69.5,92.2,94.2,88.8

# Next records follow.
Structure,RXF 393,TK-10,UO-31,786-0,A498,CAKI-1,U251,SN12C,ACHN
CCOC(=O)c1ncc(-c2ccc(C(F)(F)F)cc2)c(N[C@@H]2C[C@H]3CC[C@@H]2C3)n1,102.3,99.1,71.2,98.5,88.8,89.0,91.4,104.6,98.3
C[C@H]1O[C@@H](c2ccc3c(c2O)C(=O)C2=C(C3=O)[C@@]3(O)C(=O)C[C@](C)(O)C[C@@]3(O)C=C2)C[C@@H](O)[C@H]1O,107.7,102.0,87.4,101.5,112.9,91.3,100.8,95.4,109.2
COc1ccc(NC(=O)Nc2ccc(OCc3ccc(F)cc3)cc2)cc1,35.0,82.4,26.3,29.3,80.3,66.6,34.8,55.7,42.2
CC(C)N=C1CCCC1C(=S)SSC(=S)C1CCCC1=NC(C)C (stereo not drawn),78.3,108.9,54.3,91.4,83.4,39.3,50.3,58.1,68.4
COc1cccc(NC(=O)Nc2ccc(Nc3ncnc4[nH]c(C)c(C)c34)cc2F)c1,109.0,149.5,81.1,104.6,110.6,104.8,94.3,99.7,99.0
CC1(C)CC[C@]23CC[C@]4(C)[C@H](CC[C@@H]5[C@@]6(C)C/C(=C/c7cccnc7)C(=O)C(C)(C)[C@@H]6CC[C@]54C)[C@H]2[C@H]1OC3=O,38.8[100 µM],55.0[100 µM],34.8[100 µM],45.5[100 µM],31.5[100 µM],40.6[100 µM],34.0[100 µM],41.5[100 µM],36.9[100 µM]
CCOc1ccc(-n2nc(C(=O)NCc3ccccc3OC)nc2-c2cc(OC)c(OC)c(OC)c2)cc1,43.5,46.5,-2.7*,41.5,30.0,25.9,42.5,39.7,19.6
Fc1ccc(-c2nc3ccc(F)cc3s2)cc1,106.8,119.7,91.1,100.3,89.1,nt,94.0,108.3,101.7
CCOC(=O)N1CCN(S(=O)(=O)c2oc(-c3ccc(Cl)cc3)nc2C#N)CC1,83.8,-27.0*,81.5,92.7,126.2,101.0,95.9,92.6,76.1
CCOC(=O)c1cc(-c2ccc(Cl)cc2)n(-c2ccc(S(N)(=O)=O)cc2)n1,102.0,97.6,82.7,97.1,54.5,91.3,93.3,90.5,99.7

# Next entries
Structure,RXF 393,TK-10,UO-31,786-0,A498,CAKI-1,U251,SN12C,ACHN
O=C1N(Cc2ccc3ccccc3c2)c2ccc(Cl)cc2C12NCCc1cc(O)ccc12 (stereo not drawn),118.0,100.1,57.6,101.1,108.1,83.7,99.4,89.3,99.0
O=C(Nc1ccc2c(O)cc(S(=O)(=O)O)cc2c1)c1ccc([N+](=O)[O-])cc1,105.0,102.3,91.4,98.6,97.9,nt,84.0,98.8,107.4
CC(NCCCSc1ccccc1)C(O)c1ccc(O)cc1 (stereo not drawn),107.8,107.1,105.0,108.6,107.6,108.6,91.2,97.3,92.8
O=C(/C=C/c1cc2ccccc2[nH]1)CC(=O)/C=C/c1cc2ccccc2[nH]1,nt,138.4,54.9,101.5,92.1,79.2,90.2,95.4,90.7
CCOC(=O)c1c(O)c2cc(-c3ccccc3)nc(C)c2c(=O)n1C,nt,100.8,86.0,92.4,80.6,102.9,87.8,101.0,100.2
CC1CN(C2CCCCC2)C(=S)NC1=O (stereo not drawn),103.5,109.1,85.6,106.1,98.1,104.1,109.8,94.4,103.5
CS(=O)(=O)c1nccc(-c2c(-c3cccc(OCc4ccc(F)cc4)c3)nc3sccn23)n1,79.6,nt,-24.1*,79.5,77.3,34.4,96.6,77.7,94.9
C=CCn1c(SCC(=O)Nc2ccc(C(=O)/C=C/c3ccc(Cl)cc3)cc2)nnc1-c1cc(-c2ccccc2)nc2ccccc12,63.9,94.8,35.4,86.7,81.4,61.7,48.1,70.8,82.3
Cc1ccccc1OCc1nnc(-c2ccc(N3CCOCC3)cc2)o1,96.9,128.7,86.8,106.8,66.3,89.6,99.1,101.7,92.5
O=C1NC(=O)C(c2coc3ccc(F)cc23)=C1c1c[nH]c2ccc(Br)cc12,100.2,116.0,48.1,75.4,117.6,60.3,70.2,89.0,79.8

# New compounds follow:
Structure,RXF 393,TK-10,UO-31,786-0,A498,CAKI-1,U251,SN12C,ACHN
Nc1ncnc2c1ncn2C1OC(CO)C(O)C1O (stereo not drawn),103.0&115.2,118.3&106.4&114.1,90.3&76.6&92.9,100.4&73.7&103.7,127.9&107.1&123.3,94.5&109.5&103.1,104.5&92.7&107.2,97.5&90.3&103.4,98.9&84.1&111.3
CCNc1nc2c(ccc3c(C)c(CC)c(=O)oc32)o1,100.7,107.9,95.0,84.3,88.4,99.1,98.7,95.8,107.6
CCCn1c(N)c(C(=O)N/N=C(/C)c2cc3cccc(OC)c3o2)sc1=S,nt,74.8,nt,75.9,95.4,104.4,34.4,81.9,87.2
CSc1ccccc1C#C/C=C\C#Cc1ccccc1N1CCCCC1=O,nt,151.4,34.6,106.2,107.3,95.0,93.6,98.3,97.7
CC1(C)CC(=O)C2=C(C1)OC(C(=O)c1ccc([N+](=O)[O-])cc1)C2c1cccc(Oc2ccccc2)c1 (stereo not drawn),101.6,97.7,54.2,86.9,71.8,77.5,78.5,83.5,86.3
c1ccc(-c2nc(N3CCNCC3)c3oc(-c4ccccc4)nc3n2)cc1,-81.4*,-71.3*,-99.8*,-74.1*,88.2,-94.0*,-57.0*,-82.1*,-100.0*
COc1ccc(CN2CCc3c(Sc4ccc(Cl)cc4)nc(N)nc3C2=O)c(OC)c1,92.6,94.1,67.4,103.9,88.1,94.9,93.4,95.8,96.0
CNc1ccc(C(C)C)cc1,114.7,107.8,91.1,102.0,91.8,96.6,98.0,99.8,99.2

# A second format for some results above:
smiles: CC1(C)CC(=O)C2=C(C1)OC(C(=O)c1ccc([N+](=O)[O-])cc1)C2c1cccc(Oc2ccccc2)c1 (stereo not drawn)
- RXF 393: 101.6
- TK-10: 97.7
- UO-31: 54.2
- 786-0: 86.9
- A498: 71.8
- CAKI-1: 77.5
- U251: 78.5
- SN12C: 83.5
- ACHN: 86.3
smiles: c1ccc(-c2nc(N3CCNCC3)c3oc(-c4ccccc4)nc3n2)cc1
- RXF 393: -81.4*
- TK-10: -71.3*
- UO-31: -99.8*
- 786-0: -74.1*
- A498: 88.2
- CAKI-1: -94.0*
- U251: -57.0*
- SN12C: -82.1*
- ACHN: -100.0*
smiles: COc1ccc(CN2CCc3c(Sc4ccc(Cl)cc4)nc(N)nc3C2=O)c(OC)c1
- RXF 393: 92.6
- TK-10: 94.1
- UO-31: 67.4
- 786-0: 103.9
- A498: 88.1
- CAKI-1: 94.9
- U251: 93.4
- SN12C: 95.8
- ACHN: 96.0
